Assay outcomes from PubChem BioAssay.
NPSR antagonist – blocks cAMP signaling of the human neuropeptide S receptor; Q6W5P4; CHO-NPSR cells, cAMP TR-FRET, antagonist mode; Potency, µM (doses to about 38.3 µM), inactives show at the top dose activity change, negative = inhibition, actives largely listed as inhibitors; 220,000 tested, 1% active; AID 1461; note: potency is the fitted concentration of half-maximal effect; % is set by controls: 0 for no effect and ±100 for the full control effect; nearly all actives have a fitted effect of over 50% in size; many of its hits are not listed in these tables
Target sequence (Q6W5P4 whole entry, looked up): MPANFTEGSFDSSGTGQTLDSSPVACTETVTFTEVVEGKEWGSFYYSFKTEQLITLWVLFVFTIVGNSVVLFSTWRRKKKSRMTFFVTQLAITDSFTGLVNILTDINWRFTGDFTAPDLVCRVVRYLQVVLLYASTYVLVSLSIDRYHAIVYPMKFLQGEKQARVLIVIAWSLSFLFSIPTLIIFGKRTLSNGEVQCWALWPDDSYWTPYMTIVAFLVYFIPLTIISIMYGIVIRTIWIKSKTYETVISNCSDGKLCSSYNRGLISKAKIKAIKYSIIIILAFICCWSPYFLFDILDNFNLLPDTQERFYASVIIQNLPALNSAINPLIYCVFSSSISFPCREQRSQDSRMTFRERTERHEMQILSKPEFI
Luc counter – blocks Kinase-Glo luciferase, a counter-screen artifact | Q27757 | Kinase-Glo luciferase, ATP luminescence, 8 min | Potency, µM (titrated, usually from 38.3 µM), for inactives: at the highest dose activity change, negative = inhibition, hits mostly inhibitors | 200,000 tested, 0.28% active; note: potency is the fitted concentration of half-maximal effect; % is set by controls: 0 for no effect and ±100 for the full control effect; nearly all actives have a fitted effect of over 60% in size
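Compound is pinned into ATP-containing buffer (10 uM ATP, imidazole pH 7.2, 7 mM MgCl2). Kinase-Glo luciferase reagent is then added. Light output is recorded following an 8-min room-temperature incubation.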
CBFb RUNX1 block – CBF-beta/RUNX1 interaction disruption. Q01196+Q13951. AlphaScreen CBFb-His/RUNX1-biotin binding, biochemical. Potency, µM (series often up to 59.8 µM), without a hit: top-dose activity, negative = inhibition, usual class: inhibitors. 230,000 tested, under 10 active. AID 1477; note: % of control where 0% means no effect
Target sequence (Q01196 whole entry, looked up): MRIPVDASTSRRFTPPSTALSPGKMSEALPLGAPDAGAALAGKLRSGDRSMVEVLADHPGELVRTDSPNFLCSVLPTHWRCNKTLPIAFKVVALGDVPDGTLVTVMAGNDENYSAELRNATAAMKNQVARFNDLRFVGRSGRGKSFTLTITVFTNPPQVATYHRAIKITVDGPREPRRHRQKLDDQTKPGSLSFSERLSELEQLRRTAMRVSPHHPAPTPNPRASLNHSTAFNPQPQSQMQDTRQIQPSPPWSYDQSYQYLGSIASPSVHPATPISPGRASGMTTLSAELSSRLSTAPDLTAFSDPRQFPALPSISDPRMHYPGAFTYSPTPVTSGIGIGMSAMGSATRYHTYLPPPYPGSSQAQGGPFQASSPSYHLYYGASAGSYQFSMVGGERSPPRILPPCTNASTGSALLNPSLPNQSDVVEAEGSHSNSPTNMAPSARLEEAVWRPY
Target sequence (Q13951 whole entry, looked up): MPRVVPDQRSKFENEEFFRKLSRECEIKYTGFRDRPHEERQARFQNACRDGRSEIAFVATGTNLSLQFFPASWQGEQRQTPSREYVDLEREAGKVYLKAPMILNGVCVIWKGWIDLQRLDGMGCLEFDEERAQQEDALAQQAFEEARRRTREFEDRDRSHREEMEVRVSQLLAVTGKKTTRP
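AlphaScreen binding: CBFb-His and RUNX1-biotin (30 nM each) preincubated 20 min, compound added for 15 min, then nickel and streptavidin beads for 90 min, all at room temperature. Disruption of the interaction by any mechanism counts as activity.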
Epigenetic derep – epigenetic control regulation, reporter derepression | murine LDR cells, GFP reporter derepression, 30 h | 280,000 tested, 0.2% active | AID 1865 | Potency, µM (series often up to 53.9 µM), without a hit: at the top dose GFP activation, actives largely listed as activators; note: potency is the fitted concentration of half-maximal effect; % of control where 0% means no effect; nearly all actives have a fitted effect of over 60% in size
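Murine LDR cells carrying a silenced, genomically integrated CMV-driven GFP reporter were exposed to compound for 30 hours at 37 C. After PBS washes, GFP-positive cells (20–120 um objects) were counted by laser-scanning microplate cytometry.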
HttQ103 aggreg – inhibitors of mutant huntingtin aggregate formation in PC12 cells; PC12 HttQ103-GFP aggregates, Acumen cytometry, 40 h; Potency, µM (titrated, usually from 46.1 µM), for inactives: at the highest dose activity change, negative = inhibition, actives largely listed as inhibitors; 220,000 tested, 1.1% active; note: potency is the fitted concentration of half-maximal effect; % is set by controls: 0 for no effect and ±100 for the full control effect; nearly all actives have a fitted effect of over 60% in size
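Multiplexed with ATP-based cell death, this channel scores GFP aggregates in PC12 cells expressing inducible HTTex1-Q103-GFP. Induction used 100 nM tebufenozide; compounds were tested in concentration series.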
Lamin A splicing – modulators of lamin A splicing. HeLa LMNA splicing GFP/RFP minigene ratio, 48 h. Potency, µM (series often up to 46.1 µM), for the others: at the highest dose ratio change, negative = inhibition, usual class: inhibitors. 200,000 tested, 0.01% active. AID 1487; active = well fitted inhibition curve with a large enough effect in the signal ratio, with a control signal flat, not every such curve was filed as active; inconclusive = small, poorly fitted or top-dose-only effect, or effect the other way, or a change in a side signal; the % refers to the signal ratio; note: potency is the fitted concentration of half-maximal effect; % is set by controls: 0 for no effect and ±100 for the full control effect
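S3 HeLa stable clones carrying a lamin A-EGFP splicing minigene plus DsRed2 were seeded at 600 cells/well in Opti-MEM with 2% FBS, pin-dosed and incubated 48 h at 37°C. Acumen cytometry (488 nm) gave the GFP/RFP total-intensity ratio.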
IMPase Li cell – IMPase inhibition in cells with lithium potentiation; AID 1457; Potency, µM (titrated, usually from 59.4 µM), for the others: top-dose activity, negative = IMPase inhibition, usual class: inhibitors; 210,000 tested, 0.35% active; CHO-M1 cells, IP1 TR-FRET (IP-One), carbachol + lithium;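 note: IP1 builds up when IMPase is blocked and the TR-FRET signal falls; potency is the fitted concentration of half-maximal effect; plate controls were basal vehicle for no effect and high inhibitor control for full effect; nearly all actives have a fitted effect of over 50% in size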
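IP1 accumulation measured by competitive TR-FRET in lysed CHO-M1 cells after 30 min compound exposure at 37C, with a small lithium addition to potentiate weak responses. Hill-equation AC50 from ratio and donor-channel data.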
* hit, by the source's call; ? = inconclusive; . = no result given; & = joins results of further samples; [ ] = another dose, or the depositor's remark. Unless noted, calls come from the whole dose curve; as a rule, active = well fitted curve in the direction sought with a large enough effect; inconclusive = small, poorly fitted or top-dose-only effect, or another doubt; inactive = no such curve, though single readings can be large; an effect the other way counts as inactive or inconclusive. An excerpt (hit frequency here may not be typical).

#1 O=C(COc1ccc(S(=O)(=O)N2CCc3ccccc32)cc1Cl)NCc1ccccn1
#2 O=C(CSc1ncccn1)c1ccccc1Br
#3 O=C(Cn1cnc2c(nnn2Cc2ccc(Cl)cc2)c1=O)OCc1ccccc1
#4 COc1cc2c(C(=O)N3CCN(c4ccccc4F)CC3)cn(C)c(=O)c2cc1OC
#5 COc1cccc(C(=O)N/N=C/c2cn[nH]c2-c2ccc(OC)cc2OC)c1
#6 Cc1nn(-c2ccccc2)c(C)c1C=O

Assay by compound	1	2	3	4	5	6
NPSR antagonist	-20%[46.1 µM]	4%[46.1 µM]	-11%	17%	?	-41%
Luc counter	2%	2%	4%	1%	2%	.
CBFb RUNX1 block	12%	7%	0%	0%	-6%	-3%
Epigenetic derep	-1.0%	-11%	0.0%	7.1%	-1.1%	12%
HttQ103 aggreg	1%	-11%	-1%	1%	-4%	-5%[9.22 µM]
Lamin A splicing	0%	1%	-6%	.	14%	.
IMPase Li cell	27%[38.3 µM]	13%[38.3 µM]	7%	-10%	-9%[38.3 µM]	.

#7 COC(=O)c1ccc(NC(=O)CSc2nc3ccccc3c(=O)[nH]2)cc1
#8 COc1ccccc1C(CNC(=O)c1ccc(S(=O)(=O)NCc2ccco2)cc1)N(C)C (configuration not stated)
#9 Cn1c(=O)cc(N2CCCCC2)[nH]c1=O
#10 CC(=O)Nc1ccc(Oc2cc(NC(C)=O)cc([N+](=O)[O-])c2)cc1
#11 CCCCCCOC(=O)NCC(O)c1ccccc1 (configuration not stated)
#12 COC(=O)[C@@H]1C[C@@H]2CC[C@@H](O)C[C@@H]2N1Cc1ccc(N2CCN(C)CC2)cc1

Assay by compound	7	8	9	10	11	12
NPSR antagonist	8%[46.1 µM]	16%	1%[46.1 µM]	-8%	-4%[46.1 µM]	14%
Luc counter	-2%	0%	2%	2%	13%	-5%
CBFb RUNX1 block	1%	4%	8%	12%	8%	-2%&0%
Epigenetic derep	0.6%	1.9%	0.0%	-4.1%	-4.5%	6.0%&-1.2%
HttQ103 aggreg	18%	-3%	-5%	-9%	0%	-34%[9.22 µM]
Lamin A splicing	?	-11%	?	-7%[46 µM]	5%	.
IMPase Li cell	11%[38.3 µM]	8%	6%	-1%	-4%[38.3 µM]	0%

#13 COC(=O)C1CCN(C(=O)C2CCCCC2)CC1
#14 COC(=O)c1oc2ccccc2c1NC(=O)CN1CCCC1
#15 CCOC(=O)NC(=O)/C(C#N)=C\NNc1ncc(C(F)(F)F)cc1Cl
#16 O=C(Nc1ccc(N2CCCC2)c(Cl)c1)c1cccc(-c2cc3ccccc3oc2=O)c1
#17 Cc1cc(C)cc(N=Cc2ccc([N+](=O)[O-])s2)c1
#18 O=C(CSc1ncccn1)N/N=C/c1cccs1

Assay by compound	13	14	15	16	17	18
NPSR antagonist	-2%[46.1 µM]	-5%[46.1 µM]	8%	-22%	-16%	-4%[46.1 µM]
Luc counter	-2%	.	-1%	5%	-2%	1%
CBFb RUNX1 block	5%	2%	27%	-19%	6%	-4%
Epigenetic derep	-1.1%	-7.9%	-4.0%	0.0%	-1.6%	-1.0%
HttQ103 aggreg	5%	8%	3%	18%	-7%	16%
Lamin A splicing	5%	?	13%[46 µM]	?	?	4%
IMPase Li cell	31%[38.3 µM]	.	-1%	9%	9%	-5%[38.3 µM]

#19 Cc1nc2ccccc2c(=O)n1NC(=O)c1cc(Br)ccc1Cl
#20 O=c1oc2ccccc2cc1C1=Nn2c(nnc2-c2cccnc2)SC1
#21 CCC(C)(C(=O)NC1CCCCC1)N(Cc1ccco1)C(=O)Cc1cccs1 (configuration not stated)
#22 CCN=C(NCC)SC1CC(=O)N(c2ccccc2)C1=O (configuration not stated)
#23 O=C(CC1SCCNC1=O)Nc1cc(Cl)cc(Cl)c1 (configuration not stated)
#24 CCC(=O)NCCNc1nc2cc(C)c(C)cc2cc1C#N

Assay by compound	19	20	21	22	23	24
NPSR antagonist	2%	-7%[46.1 µM]	-5%[46.1 µM]	-8%[46.1 µM]	0%[46.1 µM]	-6%[46.1 µM]
Luc counter	.	-5%	-1%	1%	1%	1%
CBFb RUNX1 block	8%	-2%	-1%	2%	-3%	6%
Epigenetic derep	1.2%	-1.5%	1.2%	0.8%	0.9%	1.0%
HttQ103 aggreg	3%[9.22 µM]	0%	1%	-1%	-3%	-7%
Lamin A splicing	.	0%	-4%	-3%	-2%	?
IMPase Li cell	.	-6%[38.3 µM]	11%[38.3 µM]	-9%[38.3 µM]	2%[38.3 µM]	?

Reprinted at random: 6 records from the list
#21 CCC(C)(C(=O)NC1CCCCC1)N(Cc1ccco1)C(=O)Cc1cccs1 (configuration not stated)
#19 Cc1nc2ccccc2c(=O)n1NC(=O)c1cc(Br)ccc1Cl
#24 CCC(=O)NCCNc1nc2cc(C)c(C)cc2cc1C#N
#22 CCN=C(NCC)SC1CC(=O)N(c2ccccc2)C1=O (configuration not stated)
#20 O=c1oc2ccccc2cc1C1=Nn2c(nnc2-c2cccnc2)SC1
#23 O=C(CC1SCCNC1=O)Nc1cc(Cl)cc(Cl)c1 (configuration not stated)

Assay by compound	21	19	24	22	20	23
NPSR antagonist	-5%[46.1 µM]	2%	-6%[46.1 µM]	-8%[46.1 µM]	-7%[46.1 µM]	0%[46.1 µM]
Luc counter	-1%	.	1%	1%	-5%	1%
CBFb RUNX1 block	-1%	8%	6%	2%	-2%	-3%
Epigenetic derep	1.2%	1.2%	1.0%	0.8%	-1.5%	0.9%
HttQ103 aggreg	1%	3%[9.22 µM]	-7%	-1%	0%	-3%
Lamin A splicing	-4%	.	?	-3%	0%	-2%
IMPase Li cell	11%[38.3 µM]	.	?	-9%[38.3 µM]	-6%[38.3 µM]	2%[38.3 µM]

More structures
#25 O=c1cc(-c2ccccc2)nc2cc(-c3ccco3)[nH]n12
#26 O=C(NC1CCCC1)C(c1ccncc1)N(Cc1ccccc1)C(=O)Cc1cccs1 (configuration not stated)
#27 Cc1cc(C(=O)Nc2c(F)c(F)c(F)c(F)c2F)n(-c2ccccc2)n1
#28 COc1cc(NC(=S)N2CCC(C(N)=O)CC2)c(OC)cc1Cl
#29 CC1(C)Cc2cccc(OCC(O)CN3CCN(c4ccccn4)CC3)c2O1 (configuration not stated)
#30 S=C(NC1CCCC1)NC1CC1

Assay by compound	25	26	27	28	29	30
NPSR antagonist	30%	-21%[46.1 µM]	-13%	6%	-4%[46.1 µM]	6%
Luc counter	.	1%	0%	1%	2%	-2%
CBFb RUNX1 block	3%	-3%	20%	-1%	-4%	-3%
Epigenetic derep	1.1%	-0.4%	-0.1%	-4.4%	-2.0%	3.0%
HttQ103 aggreg	-17%[9.22 µM]	-3%	-14%	16%	-5%	-13%
Lamin A splicing	-3%[46 µM]	4%	22%[46 µM]	-7%[46 µM]	-9%	15%
IMPase Li cell	.	46%[activator][38.3 µM]	9%	1%	7%	-8%

#31 CCOc1ccccc1NC(=O)COC(=O)C(CC(C)C)N1C(=O)C2CC=CCC2C1=O (configuration not stated)
#32 Oc1c(Br)cccc1/C=N/Nc1c(F)c(F)c(F)c(F)c1F
#33 CCOC(=O)c1c(C)[nH]c(C(=O)CSc2nnc(-c3ccncc3)n2CC)c1C
#34 COc1ccc(OCc2csc(N)n2)cc1
#35 COc1cccc(CN(C(=O)c2ccco2)C(C(=O)NC2CCCC2)c2cccnc2)c1 (configuration not stated)
#36 Cc1cccn2c(CN3CCCN(C=O)CC3)c(C(=O)N(C)CCc3ccccc3)nc12

Assay by compound	31	32	33	34	35	36
NPSR antagonist	-8%[46.1 µM]	11%	-10%[46.1 µM]	18%	5%[46.1 µM]	1%
Luc counter	1%	3%	-1%	-9%	4%	7%
CBFb RUNX1 block	2%	4%	3%	4%	1%	4%
Epigenetic derep	1.1%	0.0%	0.0%	-0.1%	-4.8%	-0.4%
HttQ103 aggreg	2%	-14%	-24%	-4%	31%	22%
Lamin A splicing	2%	?	-4%	.	3%	-1%[46 µM]
IMPase Li cell	10%	6%	25%[38.3 µM]	-10%	16%[38.3 µM]	1%

#37 CC1=C(C(=O)OCC2CCCO2)C(c2ccccc2)C2=C(CC(C)(C)CC2=O)N1 (configuration not stated)
#38 CCOCc1cnc(C)nc1NCC(=O)c1c(C)[nH]c2ccc(OC)cc12
#39 Cn1nnc(NC(=O)c2cccc([N+](=O)[O-])c2)n1
#40 O=C1N=C(N2CCOCC2)S/C1=C/c1cc2c(cc1[N+](=O)[O-])OCO2
#41 Cc1cc(NC(=O)CCC(=O)N(CC(=O)NC2CCCC2)Cc2ccc(F)cc2)no1
#42 CC(C)CNC(=O)c1ccc(NC(=O)c2cccs2)cc1

Assay by compound	37	38	39	40	41	42
NPSR antagonist	-16%	?	18%	40%	-7%[46.1 µM]	5%
Luc counter	3%	-6%	.	.	-2%	-1%
CBFb RUNX1 block	7%	8%	6%	-4%	1%	-4%
Epigenetic derep	0.0%	-2.2%	0.0%	4.1%	-13%	0.0%
HttQ103 aggreg	-11%	4%	27%[9.22 µM]	2%[9.22 µM]	4%	4%
Lamin A splicing	-4%[46 µM]	17%	.	.	-16%	0%
IMPase Li cell	0%	32%[38.3 µM]	.	.	10%[38.3 µM]	2%

#43 Cc1ccc2cc(CCNC(=O)c3ccc(Br)o3)c(=O)[nH]c2c1
#44 Cc1nc(N)c(Cc2ccc(Cl)cc2Cl)c(N)n1
#45 Nc1cc(=O)[nH]c(SCC(=O)NCC2CCCO2)n1 (configuration not stated)
#46 C=CCOc1c(Cl)cc(CNc2ccc(N(C)C)cc2)cc1OC
#47 O=c1[nH]c(=O)n(C2CC(O)C(CO)O2)cc1C(F)(F)F (configuration not stated)
#48 N#Cc1c(NCCCO)nc(NCc2ccccc2)c2c1CCN(Cc1ccccc1)C2

Assay by compound	43	44	45	46	47	48
NPSR antagonist	-5%[46.1 µM]	10%	-4%[7.67 µM]	5µM*	.	?
Luc counter	0%	-1%	-5%	-12%	-6%	.
CBFb RUNX1 block	1%	2%	7%	-1%	5%	-16%
Epigenetic derep	-1.1%	-0.3%	-2.9%	-0.7%	1.3%	-1.0%
HttQ103 aggreg	10%	?	-9%	-2%	.	-1%
Lamin A splicing	-1%	7%[46 µM]	-1%	?	.	-11%
IMPase Li cell	-5%[38.3 µM]	6%	-9%[38.3 µM]	154%[activator][38.3 µM]	-2%	.
